Bioassay records (PubChem BioAssay)
miR122 inh: blocks miR-122 activity in Huh7 sensor cells. Huh7 miR-122 Renilla luciferase sensor, 48 h; neutral wells = 0, positive control = 100. activation (reporter increase), % at 12.5 µM. 340,000 tested, 0.3% active;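 active means mean replicate activation score at least 90 and every replicate individually at or above 90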;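 further: higher luciferase means less miR-122 activity so hits act as miR-122 inhibitors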
ERAP1 inh: blocks human ERAP1 aminopeptidase activity | Q9NZ08 | recombinant ERAP1, Leu-AMC fluorescence, 60 min | inhibition, % at 10.7 µM | 340,000 tested, 0.15% active | AID 652197;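 active means mean replicate inhibition of at least 30%, or all replicates individually reaching that 30% level; inactive means mean below 30% and not every replicate reaching it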;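 further: 0% = neutral control wells and 100% = L-leucinethiol positive control wells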
PGC1a acetyl inh: lowers PGC1a acetylation signal in U2OS cells; AlphaScreen anti-acetyl-lysine; with virally co-expressed GCN5 acetyltransferase; inhibition, % at 15.6 µM; 350,000 tested, 0.17% active; AID 651687;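 active means every replicate shows inhibition of at least 40%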;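 further: 0% = neutral control wells and 100% = positive control wells; some results beyond the cut were filed as inactive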
RAD52 anneal inh: RAD52 (human) annealing inhibition | recombinant RAD52 DNA annealing, FRET fluorescence | inhibition, % at 18.7 µM | 360,000 tested, 0.46% active | AID 651710;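 active means every replicate showing at least 50% inhibition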
Target sequence (P43351 whole entry, looked up): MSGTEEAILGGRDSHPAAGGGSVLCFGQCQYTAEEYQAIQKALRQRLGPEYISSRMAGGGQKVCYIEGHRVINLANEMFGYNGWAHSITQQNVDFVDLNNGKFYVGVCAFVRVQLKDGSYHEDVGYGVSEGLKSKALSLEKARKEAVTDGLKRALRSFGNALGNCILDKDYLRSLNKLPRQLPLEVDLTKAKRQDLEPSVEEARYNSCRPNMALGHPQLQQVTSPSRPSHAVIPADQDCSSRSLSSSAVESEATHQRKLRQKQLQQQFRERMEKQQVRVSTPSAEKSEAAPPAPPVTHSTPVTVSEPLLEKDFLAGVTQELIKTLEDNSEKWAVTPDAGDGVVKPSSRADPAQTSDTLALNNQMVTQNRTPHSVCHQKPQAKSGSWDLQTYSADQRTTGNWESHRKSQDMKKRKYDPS
E-selectin induc: induces E-selectin expression in human endothelial cells. HUVEC E-selectin immunofluorescence imaging; normalized: neutral wells 0, TNF-alpha wells 100. activation, % at 7.58 µM. 260,000 tested, 0.37% active;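 active means mean E-selectin-positive cell signal at least 10% of the positive control, reached in at least 60% of replicates, without over 20% cell loss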;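 further: in these data hits start at about 27%; measured in HUVEC primary endothelial cells; signal is the percent of cells scored E-selectin positive by PE staining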
Target sequence (P16581 whole entry, looked up): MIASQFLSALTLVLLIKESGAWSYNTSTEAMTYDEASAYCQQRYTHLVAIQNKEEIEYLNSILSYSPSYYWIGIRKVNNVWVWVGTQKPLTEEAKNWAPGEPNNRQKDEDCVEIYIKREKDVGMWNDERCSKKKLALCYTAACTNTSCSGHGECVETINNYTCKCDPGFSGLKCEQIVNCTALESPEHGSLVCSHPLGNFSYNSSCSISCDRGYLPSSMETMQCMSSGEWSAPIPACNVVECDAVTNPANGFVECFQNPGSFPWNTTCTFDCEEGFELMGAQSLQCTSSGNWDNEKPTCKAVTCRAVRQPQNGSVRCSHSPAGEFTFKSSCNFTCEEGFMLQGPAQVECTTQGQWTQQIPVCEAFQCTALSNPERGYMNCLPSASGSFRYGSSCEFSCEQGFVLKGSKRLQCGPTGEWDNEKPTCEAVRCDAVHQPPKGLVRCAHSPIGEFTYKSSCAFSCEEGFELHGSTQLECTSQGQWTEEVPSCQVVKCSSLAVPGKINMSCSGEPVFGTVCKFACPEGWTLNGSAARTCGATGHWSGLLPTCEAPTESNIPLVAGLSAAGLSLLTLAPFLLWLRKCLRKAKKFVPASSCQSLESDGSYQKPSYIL
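Assay system: HUVEC, human umbilical vein endothelial cells / Amount: 3,000 HUVEC/well / Controls: TNF-alpha positive control, DMSO neutral control / Compound dosing: single concentration / Medium: EGM-2 over gelatin coat / Evaluation: percent E-selectin-positive cells / Signal: immunofluorescence imaging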
PglD DTNB: blocks C. jejuni PglD acetyltransferase activity | 360,000 tested, 0.098% active | purified PglD enzyme, DTNB colorimetric CoA detection | inhibition, % at 12.5 µM; in the data active means inhibition above about 16%, passing the limit was not always enough; further: strong numbers were not always called active
RAD54 inh: inhibitors of human RAD54 branch migration | Q92698 | RAD54 Holliday junction branch migration, FAM/BHQ fluorescence | inhibition, % at 10.4 µM | 360,000 tested, 0.14% active;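 active means mean normalized replicate activity at least 40 and at least half of replicates scoring 40 or more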;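 further: 0% = median of neutral control wells and 100% = median of positive control wells; inhibitors cause a drop in the FAM fluorescence signal; in these data hits start at about 50%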
Cneo AK release: causes C. neoformans cell lysis. adenylate kinase release luminescence, 4 h; normalised: neutral wells 0, clomiphene wells 100. AID 651654. lysis activity, % at 15 µM. 360,000 tested, 0.2% active;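 active means mean lysis activity across replicates of at least 80%, whatever share of replicates individually reach that level; inactive means mean lysis activity below 80%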
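Test system: log-phase Cryptococcus neoformans yeast cells; Quantity: yeast cell density of 5 × 10^6 cells/mL; Buffer or medium: YPD; Doses: single compound concentration per well; Timing: 4 h at 37 °C static, read 1 h later; Measured by: AK luminescence; Read-out basis: lysis from increased AK signal; Control set: Clomiphene as positive control.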
* = called active by the depositor; i = inactive; · = no result given; & = joins results of further samples; [ ] = dose if it differs, or a comment.

1: O=C(OC1CCN(c2ccc([N+](=O)[O-])cc2)CC1)c1ccccc1
2: COc1ccc(CCNC(=O)C2CCCN(S(=O)(=O)c3ccc(F)cc3)C2)cc1 (stereo not given)
3: COc1cccc(-c2n[nH]c(=S)n2Cc2ccco2)c1OC
4: CNc1nc(N)c([N+](=O)[O-])c(Nc2ccccc2OC)n1
5: Cc1ccc(S(=O)(=O)N2CCOCC2)cc1C(=O)Nc1ccccn1
6: O=C(Cn1c(C(=O)NCc2ccco2)cc2sccc21)c1ccccc1
Assay by compound	1	2	3	4	5	6
miR122 inh	-4	-5	-26	·	0	-1
ERAP1 inh	·	2	4	-2	·	-5
PGC1a acetyl inh	-9	·	8	·	4	12
RAD52 anneal inh	·	-2	-13	-1	·	-20
E-selectin induc	·	0.0	·	0.1	·	·
PglD DTNB	2	-2	-4	3	1	-10
RAD54 inh	-3	1	7	1	3	-2
Cneo AK release	-1	0	1	1	-2	-1

7: O=C(CCn1nnc2ccccc21)N1CCC(O)(c2cccc(F)c2)CC1
8: O=C(OCCN1CCCCC1)c1ccccc1Br
9: O=C(Cc1cccs1)Nc1ccc(F)cc1
10: CCCC#Cc1ccc([C@H]2[C@H]3CN(S(=O)(=O)Cc4ccccc4)CC(=O)N3[C@H]2CO)cc1
11: Cc1noc(C)c1NC(=O)Nc1ccc2c(c1)C(=O)N([C@H](C)CO)C[C@H](C)[C@@H](CN(C)S(C)(=O)=O)O2
12: Cc1cc(NC(=O)CSc2nc3sc(C)c(C)c3c(=O)n2C2CCCC2)no1
Assay by compound	7	8	9	10	11	12
miR122 inh	-3	5	-3	·	-3[16.7 µM]	-5
ERAP1 inh	·	0	-1	2	-2&0	-1
PGC1a acetyl inh	5	0	·	-2	-5&1	3
RAD52 anneal inh	·	-9	-11	-7	-6&-12	-3
E-selectin induc	·	·	·	0.5	-4.1&-0.1	·
PglD DTNB	-4	2	8	·	5&3	2
RAD54 inh	-5	-5	7	·	3&7	6
Cneo AK release	-2	-1	1	·	-2&2	-3

13: CCOn1c(=O)c(-c2ccc(Br)cc2)[n+]([O-])c2ccccc21
14: COc1cccc(-c2ccc(NC(=O)C3CCCN(Cc4ccc(CO)o4)C3)cc2)c1 (stereo not given)
15: Cc1cc(C)c(NC(=O)CSc2nnc(CNC(=O)c3ccco3)o2)c(C)c1
16: COc1ccccc1Oc1coc2c(CN3CCOCC3)c(O)ccc2c1=O
17: Cc1nnc(NC(=O)CSc2n[nH]c(-c3ccccc3C)n2)s1
18: CCCC#Cc1ccc([C@H]2[C@H]3CN(C(=O)NCCC)CC(=O)N3[C@H]2CO)cc1
Assay by compound	13	14	15	16	17	18
miR122 inh	-3	-1	-6	21	5	·
ERAP1 inh	-9	1	-4	3	1	0
PGC1a acetyl inh	-3	-5	-4	-15	4	5
RAD52 anneal inh	-7	-56	-11	4	-1	-23
E-selectin induc	-0.2	-1.6	·	5.3	-0.1	-0.4
PglD DTNB	6	-1	1	·	1	·
RAD54 inh	-6	-4	1	·	-6	·
Cneo AK release	1	0	-1	·	0	·

Values in list order from the list:
miR122 inh, entries 13 to 17, in order: -3, -1, -6, 21, 5
ERAP1 inh, entries 13 to 17, in order: -9, 1, -4, 3, 1
E-selectin induc, entries 13 to 17, in order: -0.2, -1.6, ·, 5.3, -0.1

Remaining list, next part.
19: CCOC(=O)c1c(C)[nH]c(C(=O)O)c1C
20: O=C(CC1CC2CCC1C2)NCc1cccs1 (stereo not given)
21: Cc1cc(C(=O)CCC(=O)N(C)CC(=O)Nc2c(Cl)cccc2Cl)c(C)s1
22: O=C(CSc1nnc(-c2ccco2)c(-c2ccco2)n1)Nc1ccccc1
23: O=C(C[C@H]1C=C[C@H](NC(=O)c2ccncc2)[C@@H](CO)O1)NCc1ccncn1
24: CCCNC(=O)N1CCC2(CC1)CN(C(=O)NC1CCCC1)[C@@H](CO)c1[nH]c3cc(OC)ccc3c12
Assay by compound	19	20	21	22	23	24
miR122 inh	·	3	3	-3	·	·
ERAP1 inh	0	·	-1	·	0	-2
PGC1a acetyl inh	·	-3	0	-1	13	0
RAD52 anneal inh	-13	·	-12	·	12	-2
E-selectin induc	·	·	0.1	·	-0.6	0.4
PglD DTNB	3	5	-11	-7	·	·
RAD54 inh	-10	-7	12	-12	·	·
Cneo AK release	-1	1	-2	7	·	·

Looked up by compound from above, two records:
24: CCCNC(=O)N1CCC2(CC1)CN(C(=O)NC1CCCC1)[C@@H](CO)c1[nH]c3cc(OC)ccc3c12
23: O=C(C[C@H]1C=C[C@H](NC(=O)c2ccncc2)[C@@H](CO)O1)NCc1ccncn1
Assay by compound	24	23
miR122 inh	·	·
ERAP1 inh	-2	0
PGC1a acetyl inh	0	13
RAD52 anneal inh	-2	12
E-selectin induc	0.4	-0.6
PglD DTNB	·	·
RAD54 inh	·	·
Cneo AK release	·	·

Other results follow.
25: CCCCCC1CC(CC(C)C(=O)Nc2nncs2)C(=O)O1 (stereo not given)
26: CCCCN(CCCC)c1cn[nH]c(=O)c1Cl
27: C[C@@H]1CCCCO[C@@H](CN(C)C(=O)Nc2cccc3ccccc23)[C@@H](C)CN([C@H](C)CO)C(=O)c2cc(NS(=O)(=O)c3cccs3)ccc2O1
28: CCC(=O)N(C)C[C@H]1Oc2cc(-c3ccc(C#N)cc3)ccc2S(=O)(=O)N([C@@H](C)CO)C[C@@H]1C
29: Cc1ccc(-c2cnc3c(c2)C(=O)N([C@H](C)CO)C[C@@H](C)[C@H](CN(C)C(=O)CN(C)C)O3)cc1
30: N#Cc1ccc(-c2ccc([C@H]3[C@@H](CO)N4C(=O)CNC[C@H]34)cc2)cc1
Assay by compound	25	26	27	28	29	30
miR122 inh	-4	-4	5[16.7 µM]	0[16.7 µM]	·	·
ERAP1 inh	4	·	0	1	·	0
PGC1a acetyl inh	4	2	·	5	2	-4
RAD52 anneal inh	2	·	8	2	10	11
E-selectin induc	-0.7	·	0.0	0.4	-0.2	0.4
PglD DTNB	-6	-6	-4	-1	1	·
RAD54 inh	0	1	-13	-7	2	·
Cneo AK release	3	1	-2	-1	7	·

31: CCn1ccnc1CN(C)Cc1c(C(=O)N2CCCCCCC2)nc2ccc(Cl)cn12
32: Cc1ccc(NC(=O)/C(=C\c2ccc([N+](=O)[O-])cc2)NC(=O)c2ccccc2)cc1
33: O=C(N/N=C\c1ccc(Cl)cc1Cl)c1sccc1-n1cccc1
34: O=c1ccn([C@@H]2O[C@H](CO)[C@@H](O)[C@H]2O)c(=O)[nH]1
35: Nc1ncnc2c1ncn2[C@H]1C[C@H](O)[C@@H](CO)O1
36: CN(C)c1cccc(/C=C(\C#N)c2ccccc2)c1
Assay by compound	31	32	33	34	35	36
miR122 inh	2	11	-1	-2	-2	·
ERAP1 inh	1	·	·	-3	-2	-2
PGC1a acetyl inh	·	-8	-19	0	-1	4
RAD52 anneal inh	-11	·	·	-11	-6	-19
E-selectin induc	-0.3	·	·	-0.1	·	1.5
PglD DTNB	-2	0	13	-172	-3	-3
RAD54 inh	0	7	1	12	1	0
Cneo AK release	4	5	20	0	0	-7

37: Cc1cccc(N2C(=O)c3cccc4c(N)ccc(c34)C2=O)c1
38: CCCn1nnnc1SCC(=O)Nc1cccc(NC(=O)c2ccco2)c1
39: O=C(Nc1ccc(Cl)c(S(=O)(=O)N2CCOCC2)c1)c1ccccc1-c1ccc(C(F)(F)F)cc1
40: NS(=O)(=O)c1ccc(N/C=C\C(=O)c2ccc3ccccc3c2)cc1
41: C(#CC1CCCCC1)c1ccc2c(c1)COc1c3ccccc3nn1-2
42: O=C(Cc1ccccn1)N1CC(=O)N2[C@H](CO)[C@H](c3ccc(-c4ccccc4)cc3)[C@@H]2C1
Assay by compound	37	38	39	40	41	42
miR122 inh	·	-2	·	-5	·	·
ERAP1 inh	0	·	·	·	-8	1
PGC1a acetyl inh	·	-6	·	-2	·	-1
RAD52 anneal inh	i	·	·	·	-12	-9
E-selectin induc	·	·	0.0	0.6	0.3	0.0
PglD DTNB	-6	6	-1	-6	4	·
RAD54 inh	i	-16	7	4	2	·
Cneo AK release	1	-14	-3	1	-1	·

43: O=S(=O)(c1ccccc1F)N1CCCCN2[C@@H](CO)[C@H](c3ccc(-c4cccnc4)cc3)[C@@H]2C1
44: CO[C@H]1CN(C)C(=O)c2ccc(NC(C)=O)cc2OC[C@@H](C)N(Cc2ccncc2)C[C@@H]1C
45: Cc1nc(-n2ncc(C#N)c2N)c2c3c(sc2n1)CCC3
46: CCOC(=O)[C@H]1[C@H]2COc3ccc(Br)cc3[C@H]2N2C(=O)CN(Cc3ccc(Cl)cc3)C(=O)[C@@]12C
47: O=C1CC2(CCN(C(=O)c3cccc(F)c3)CC2)Oc2ccccc21
48: Cc1ccc(N(Cc2ccccc2)C(=O)CSC(C)C(=O)Nc2cc(C)on2)cc1 (stereo not given)
Assay by compound	43	44	45	46	47	48
miR122 inh	-6[16.7 µM]	-2[16.7 µM]	-1	4	6	-5
ERAP1 inh	·	2	·	-6	1	3
PGC1a acetyl inh	0	3	-6	·	0	·
RAD52 anneal inh	-2	-2	·	-23	-10	-31
E-selectin induc	0.5	0.2	·	0.0	1.0	-0.1
PglD DTNB	-7	-1	-8	-2	6	2
RAD54 inh	6	0	-4	-8	-1	13
Cneo AK release	1	3	-1	-1	-1	0

49: COc1ccccc1NC(=O)COc1ccc(C(=O)OCC(=O)N(C(C)C)C(C)C)cc1OC
50: O=C(NCc1ccccc1)c1cc(S(=O)(=O)N2CCC3(CC2)OCCO3)ccc1F
51: C[C@H]1CN([C@@H](C)CO)C(=O)c2cccc(NC(=O)C3CCOCC3)c2O[C@@H]1CN(C)Cc1ccncc1
52: O=C1c2cccnc2C(O)N1Cc1ccco1 (stereo not given)
Assay by compound	49	50	51	52
miR122 inh	-13	-9	2[16.7 µM]	-4
ERAP1 inh	·	·	0	·
PGC1a acetyl inh	-17	-5	-4	-13
RAD52 anneal inh	·	·	11	·
E-selectin induc	·	·	7.5	·
PglD DTNB	-3	2	-1	-4
RAD54 inh	5	3	2	4
Cneo AK release	1	-1	-7	0

Among those listed so far, these contain fluorine.
2: COc1ccc(CCNC(=O)C2CCCN(S(=O)(=O)c3ccc(F)cc3)C2)cc1 (stereo not given)
7: O=C(CCn1nnc2ccccc21)N1CCC(O)(c2cccc(F)c2)CC1
9: O=C(Cc1cccs1)Nc1ccc(F)cc1
39: O=C(Nc1ccc(Cl)c(S(=O)(=O)N2CCOCC2)c1)c1ccccc1-c1ccc(C(F)(F)F)cc1
43: O=S(=O)(c1ccccc1F)N1CCCCN2[C@@H](CO)[C@H](c3ccc(-c4cccnc4)cc3)[C@@H]2C1
47: O=C1CC2(CCN(C(=O)c3cccc(F)c3)CC2)Oc2ccccc21
50: O=C(NCc1ccccc1)c1cc(S(=O)(=O)N2CCC3(CC2)OCCO3)ccc1F
Assay by compound	2	7	9	39	43	47	50
miR122 inh	-5	-3	-3	·	-6[16.7 µM]	6	-9
ERAP1 inh	2	·	-1	·	·	1	·
PGC1a acetyl inh	·	5	·	·	0	0	-5
RAD52 anneal inh	-2	·	-11	·	-2	-10	·
E-selectin induc	0.0	·	·	0.0	0.5	1.0	·
PglD DTNB	-2	-4	8	-1	-7	6	2
RAD54 inh	1	-5	7	7	6	-1	3
Cneo AK release	0	-2	1	-3	1	-1	-1
